From PubChem BioAssay
BAZ2B inh: blocks human BAZ2B; 360,000 compounds, 4.4% hits; AlphaScreen BAZ2B-H3K14Ac peptide displacement; Q9UIF8; Potency, µM (highest dose often 114 µM), for the others: top-dose activity change, negative = inhibition, hits mostly inhibitors; AID 504333; further: potency means the concentration at half of the fitted maximal effect; on the % scale 0 is the no-effect control and ±100 the full control effect; nearly all actives have a fitted effect of over 60% in size
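AlphaScreen displacement of biotin-H3(5-23)K14Ac peptide (50 nM final) from BAZ2B (50 nM final) in PBS pH 7.4, 0.01% Tween-20; complex preformed 30 min RT, then compounds (top 110 uM) 30 min RT, beads 20 min dark.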
HP1b binding inh: inhibitors of HP1-beta chromodomain binding to methylated histone tails. P83916. AlphaScreen HP1-beta / biotin-H3K9me3 peptide binding. Potency, µM (top dose mostly 114 µM), without a hit: at the highest dose activity change, negative = inhibition, hits mostly inhibitors. 390,000 compounds, 0.56% hits. AID 540317; further: potency means the concentration at half of the fitted maximal effect; nearly all actives have a fitted effect of over 70% in size; inactives centre near 23
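HP1-beta protein (50 nM final) preincubated 30 min at room temperature with biotinylated H3(1-18)K9me3 peptide (50 nM) in PBS pH 7.4, 0.01% Tween-20, then compound added for 30 min. AlphaScreen streptavidin donor/nickel chelate acceptor beads (10 ug/mL final), 30 min dark, luminescence read.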
JMJD2A Tudor inh: inhibitors of human JMJD2A Tudor domain; O75164; AlphaScreen JMJD2A-Tudor / H3K4me3 peptide binding; Potency, µM (doses to about 114 µM), without a hit: at the highest dose activity change, negative = inhibition, usual class: inhibitors; 390,000 compounds, 4.4% hits; further: potency means the concentration at half of the fitted maximal effect; on the % scale 0 is the no-effect control and ±100 the full control effect; nearly all actives have a fitted effect of over 50% in size
Target sequence (O75164 whole entry, looked up, the tested form may be a part): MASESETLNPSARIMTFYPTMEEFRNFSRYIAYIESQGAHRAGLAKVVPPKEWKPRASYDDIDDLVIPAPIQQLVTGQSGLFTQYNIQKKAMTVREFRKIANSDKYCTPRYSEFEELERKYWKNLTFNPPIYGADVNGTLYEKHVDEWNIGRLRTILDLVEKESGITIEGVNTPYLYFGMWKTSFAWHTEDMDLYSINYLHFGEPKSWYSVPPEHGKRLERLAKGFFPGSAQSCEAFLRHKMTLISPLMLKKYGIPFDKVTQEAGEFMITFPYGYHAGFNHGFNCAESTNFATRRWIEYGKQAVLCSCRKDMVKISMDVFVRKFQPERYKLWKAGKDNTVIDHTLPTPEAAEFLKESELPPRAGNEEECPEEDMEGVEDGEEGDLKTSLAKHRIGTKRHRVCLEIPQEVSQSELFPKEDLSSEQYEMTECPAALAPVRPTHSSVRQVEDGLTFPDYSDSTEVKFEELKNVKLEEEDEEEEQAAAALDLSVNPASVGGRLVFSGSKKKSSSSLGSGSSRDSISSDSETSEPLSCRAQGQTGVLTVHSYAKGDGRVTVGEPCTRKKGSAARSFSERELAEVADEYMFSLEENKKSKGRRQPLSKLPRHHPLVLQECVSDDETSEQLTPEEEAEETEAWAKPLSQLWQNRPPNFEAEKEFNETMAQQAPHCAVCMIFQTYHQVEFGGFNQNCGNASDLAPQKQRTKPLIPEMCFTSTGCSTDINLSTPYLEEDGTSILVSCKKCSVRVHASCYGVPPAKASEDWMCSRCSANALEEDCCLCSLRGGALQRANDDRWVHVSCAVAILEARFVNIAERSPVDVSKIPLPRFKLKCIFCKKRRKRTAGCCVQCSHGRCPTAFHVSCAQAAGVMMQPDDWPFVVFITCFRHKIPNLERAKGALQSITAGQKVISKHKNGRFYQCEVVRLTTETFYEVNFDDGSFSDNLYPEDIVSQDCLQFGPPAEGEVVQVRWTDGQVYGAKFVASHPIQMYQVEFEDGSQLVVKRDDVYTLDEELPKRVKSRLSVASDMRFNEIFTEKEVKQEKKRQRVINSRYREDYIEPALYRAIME
G9a block: G9a (human) methyltransferase inhibition; Q96KQ7; Potency, µM (highest dose often 102 µM), inactives show at the top dose activity, negative = inhibition, most hits filed as inhibitors; 350,000 compounds, 8.8% hits; AID 504332; G9a H3K9 monomethylation, AlphaScreen, 2 h; further: potency means the concentration at half of the fitted maximal effect; on the % scale 0 is the no-effect control and ±100 the full control effect; nearly all actives have a fitted effect of over 75% in size
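G9a (20 nM) preincubated 15 min RT with compounds, then 500 nM biotinylated H3K9 peptide and 20 uM SAM added; 2 h RT reaction. Monomethyl-H3K9 product detected by AlphaScreen with anti-H3K9me1 antibody, streptavidin donor and anti-rabbit IgG acceptor beads.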
GLS inh: glutaminase GLS (human) inhibition. O94925. GLS enzymatic activity, qHTS titration. Potency, µM (titrated, usually from 45.5 µM), without a hit: top-dose activity change, negative = inhibition, hits mostly inhibitors. 410,000 compounds, 0.21% hits; further: potency means the concentration at half of the fitted maximal effect; on the % scale 0 is the no-effect control and ±100 the full control effect
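Glutamate formation by hKGA was monitored fluorometrically using coupled glutamate oxidase, HRP and Amplex Red. Substrate was added as 1 mM L-glutamine solution; incubation was 30 min at RT after an initial read.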
Tb PGK inh: inhibitors of T. brucei phosphoglycerate kinase. P07378. PGK/GAPDH coupled, Kinase-Glo luminescence, 60 min. Potency, µM (top dose mostly 57.5 µM), inactives show at the highest dose activity change, negative = inhibition, most hits filed as inhibitors. 380,000 compounds, 0.043% hits; further: potency means the concentration at half of the fitted maximal effect; on the % scale 0 is the no-effect control and ±100 the full control effect; nearly all actives have a fitted effect of over 60% in size
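Luminescent ATP detection (Kinase-Glo Plus) follows a 60-minute room-temperature incubation, with wells lacking PGK as controls. Buffer: 100 mM TEA (pH 7.6), 5 mM MgCl2, 0.01% Tween-20. Coupling enzyme GAPDH (100 nM final) supplies unstable 1,3-BPG in-well.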
Pin1 inhibitor: blocks the human prolyl isomerase Pin1; Q13526; 390,000 compounds, 0.009% hits; Potency, µM (highest dose often 115 µM), without a hit: top-dose activity, negative = inhibition, hits mostly inhibitors; Pin1 FP peptide displacement, HiFluor488, 10 min; active means well fitted inhibition curve with a large enough effect in the polarisation, with a control signal flat, not every such curve was filed as active; inconclusive means small, poorly fitted or top-dose-only effect, or effect the other way, or a change in a side signal; inactive means no such curve, though single readings can be large or run the other way; the % refers to the polarisation; further: potency means the concentration at half of the fitted maximal effect; on the % scale 0 is the no-effect control and ±100 the full control effect
PI4K2A inh: blocks human PI4K2A kinase activity; Q9BTU6; purified PI4K2A, ADP-Glo luminescence, 1 h; hits give low values; activity change, negative = inhibition, % at 76.9 µM; 420,000 compounds, 0.13% hits; AID 1346378; in the data active means activity change below about -50%; inconclusive means mostly about -30% to -49%;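 further: -100% = wells without enzyme as full effect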
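In this quantitative HTS, ADP production by PI4K2A was quantified luminescently after 1 h at ambient temperature; 100 microM adenosine served as plate-quality control.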
ERG Ets-DNA blk: ERG Ets/DNA interaction inhibition; fluorescence polarization, His-ERG Ets domain / labelled DNA; Potency, µM (series often up to 76.9 µM), inactives show at the highest dose FP activity, negative = inhibition, most hits filed as inhibitors; 370,000 compounds, 0.028% hits; active means well fitted inhibition curve with a large enough effect in the polarisation, with a control signal flat; inconclusive means small, poorly fitted or top-dose-only effect, or effect the other way, or a change in a side signal; inactive means no such curve, though single readings can be large or run the other way; the % refers to the polarisation;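 further: polarization taken with two DNA probes labelled with fluorescein and Texas red; potency means the concentration at half of the fitted maximal effect; % of control where 0% means no effect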
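His-tagged ERG Ets domain (1 uM in the protein solution; 300mM KCl, 50mM Tris-HCl, 1mM EDTA, 1mM DTT, pH 7.5) received compound, then a probe mix of 5 nM fluorescein-DNA and 100nM Texas-615-DNA. Fluorescence polarization was read for both dyes.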
* hit, by the source's call; i = inactive; ? = inconclusive; . = not tested or not shown; & = joins results of further samples; [ ] = remark or other dose. Unless noted, the call rests on the fitted dose curve; in most records, active means well fitted curve in the direction sought with a large enough effect; inconclusive means small, poorly fitted or top-dose-only effect, or another doubt; inactive means no such curve, though single readings can be large; an effect the other way counts as inactive or inconclusive.

SMILES	BAZ2B inh	HP1b binding inh	JMJD2A Tudor inh	G9a block	GLS inh	Tb PGK inh	Pin1 inhibitor	PI4K2A inh	ERG Ets-DNA blk
O=C(O)c1ccc(COCC(F)(F)F)cc1	11%	19%	-21%	1%[12.7 µM]	1%	-5%	4%	1	0%
Cc1ccc(/C(N)=N/OC(=O)C23CC4CC(CC(C4)C2)C3)cc1	39%[activator]	113%[activator]	27%[57.1 µM]	18%[59 µM]	-1%	2%	3%	-1	-6%
COC(=O)c1cc(C)nc(Sc2ccccc2N)n1	-18%	?	45µM*	3.5µM*	24%	i	1%	0	5%
O=C(O)C1CCCN(CCC=C(c2ccccc2)c2ccccc2)C1 (stereo not drawn)	.	30%	-8%	1%[59 µM]	6%	6%	2%	-1&2	-2%
O=C(CN1CCc2ccccc2C1)Nc1ccc(F)cc1	2%	33%	6%	20%[59 µM]	-5%	-9%	-2%	7	7%
COCCNC(=O)C(c1ccc(C)o1)N(CCOC)C(=O)Cn1nnc2ccccc21 (stereo not drawn)	-19%	-10%	-12%	-6%	17%	i	-1%	-1	-11%
Cc1ccc(C)c(C(=O)N(C)CC(=O)Nc2ccccc2C(F)(F)F)c1	-37%	37%	-12%	3%[59 µM]	2%	-4%	2%	-6	9%
O=C1N[C@@H](Cc2cnc[nH]2)C(=O)N2CCC[C@@H]12	?	12%	-9%	20µM*	0%	-5%	5%	0	5%
Cc1cn(S(=O)(=O)c2ccccc2[N+](=O)[O-])cn1	?	-21%	-19%	-2%	-14%	1%	-3%	-8	-5%
CCOCCCNC(=O)CSc1ccccc1	5%	20%	-7%	-1%[59 µM]	23%	8%	-7%	6	-6%
Cc1ccc(NC(=O)c2c(C)oc3ccc(O)c(CN4CCOCC4)c23)cc1	-5%	5%	-22%	0%[59 µM]	6%	-8%	-10%	-1	-7%
CCN(CC)c1nc(-c2ccc(C(C)(C)C)cc2)nc2ccccc12	42%[activator]	71%[activator]	41%[activator]	65%[activator][59 µM]	-1%	3%	11%	0	7%
Cn1c(SCC(=O)NCc2ccc3c(c2)OCO3)nnc1-c1cccs1	-1%	46%[activator]	-4%[57.1 µM]	20%[59 µM]	3%	-3%	-4%	-3	0%
Cc1ccccc1C(=O)NC(=S)Nc1ncccn1	1%	51%[activator]	-6%	?	14%	-2%	2%	-3	7%
Cc1cccc(C)c1NC(=O)CN(C)CC(=O)Nc1ccccc1Br	0%	55%[activator]	-10%	6%[12.7 µM]	5%	-2%	-1%	0	1%
COc1ccc(-c2cc([C@H]3[C@@H]4C=CCC[C@@]4(C)C(=O)N3Cc3ccccc3)ccc2F)cc1OC	-30%	24%	-25%	-40%[59 µM]	3%	-3%	0%	0	0%
CCC(=O)OCCn1c(=O)c2ccccc2c2ccccc2c1=O	0%	88%[activator]	28%	5%	-11%	i	7%	9	-17%
Cc1ccc(C(=O)NCC(=O)OCCOc2ccccc2Cl)cc1	10%	6%	-9%	-20%	-2%	8%	2%	-3	-5%
COc1ccc(CCNC(=O)CSc2nnc(-c3cccc(F)c3)o2)cc1OC	6%	34%	-6%	5%	7%	-1%	-8%	3	3%
CNS(=O)(=O)c1cn(CC(=O)Nc2ccc(C)c(N(C)C)c2)cc1S(=O)(=O)NC	-41%	9%	-16%	-16%[59 µM]	12%	1%	-5%	2	3%
CN1CCN(c2ccc(S(=O)(=O)N3CCCCC3)cn2)CC1	8%	37%	-4%	-15%	9%	-20%	-13%	-6	-6%
C=CCc1ccccc1OCC(=O)O	-5%	5%	-18%	-16%[59 µM]	-3%	-1%	0%	5	8%
CC/C(=C/c1sc2ccccc2[n+]1CC)SC	?	31%	25µM*	-19%[59 µM]	-3%	-6%	?	-7	-8%
CCOC(=O)c1cc(C#N)c(Nc2ccccc2OC)nc1C(F)(F)F	-2%	5%	-4%	14%	1%	1%	-2%	2	3%
Cc1ccccc1N(CC(=O)NC1CCCC1)C(=O)CS(=O)CC(=O)Nc1ccc2c(c1)OCO2 (stereo not drawn)	14%	22%	-1%	25%	-1%	i	-7%	8	-3%
O=C(Nc1cccc(F)c1)NC1CCCc2ccccc21 (stereo not drawn)	-2%	39%	12%	81%[activator]	5%	-11%	0%	3	-3%
COc1ccc(OCC(=O)OCC(=O)NC2CCCC2)cc1	.	40%[activator]	-14%	.	13%	2%	-13%	1	-6%
CCOc1ccc2nc(SCC(=O)NC3CC3)sc2c1	9%	20%	-19%	.	8%	-3%	-1%	-5	-6%
CC(=O)c1cnc2c(-c3ccccc3)c(C)nn2c1C	5%	44%[activator]	12%	0%[59 µM]	-15%	1%	?	0	-5%
O=C(O)c1cccc(Nc2ncnc3scc(-c4ccccc4)c23)c1	-3%	27%	-15%	?	1%	-4%	-4%	-2	-2%
O=C(NCc1ccc2c(c1)OCO2)C1COc2ccccc2O1 (stereo not drawn)	2%	25%	3%	3%[59 µM]	8%	14%	7%	14	-3%
CCOC(=O)C1CCCN(CC(=O)Nc2c(F)c(F)c(F)c(F)c2F)C1 (stereo not drawn)	.	6%	0%	-9%[59 µM]	8%	i	3%	-14	6%
CC(C)NC(=O)CN1C(=O)c2cccnc2Sc2ccccc21	-17%	20%	-8%	24%[59 µM]	13%	9%	-4%	-1	-4%
CCC(=O)Nc1ccc(S(=O)(=O)NCC2CCCO2)cc1 (stereo not drawn)	-3%	16%	-7%	?	3%	-4%[11.5 µM]	7%	-4	.
O=C(O)c1ccc(NC(=O)c2ccc(Br)c(S(=O)(=O)N3CCCC3)c2)cc1	2%	17%	-17%	4%[59 µM]	-1%	-4%	1%	0	-1%
O=C(NCc1cccc(F)c1)C1CCC(=O)N(C2CC2)C1 (stereo not drawn)	-11%	41%[activator]	-18%	3%	-2%	-8%	-4%	10	2%
CCOc1ccccc1Nc1nc(N)nc(CN(C)C2CCCCC2)n1	18µM*	37%	50µM*	-10%[59 µM]	-11%	0%	?	3	8%
Cc1ccc(NC(=O)CCc2c(C)nn(-c3ccc(N4CCCCC4)nn3)c2C)cc1	1%	75%[activator]	-27%	-1%[59 µM]	-2%	i	3%	-8	9%
COCCCNC(=O)CCc1c(C)nc2cc(-c3ccc(Cl)cc3)nn2c1C	-10%	10%	-16%	-6%[59 µM]	4%	-10%	3%	1	14%
Cc1cc(Br)ccc1NC(=O)COc1cc(=O)n(C)c2ccccc12	-9%	26%	-11%	-45%[59 µM]	0%	6%	-1%	1	5%
O=C(Nc1ccc2nc3n(c(=O)c2c1)CCCCC3)c1ccccn1	-27%	9%	-24%	25µM*	2%	-9%	5%	-11	-3%
CC(C)(CNC(=O)c1cc2ccccc2o1)N1CCOCC1	1%	54%[activator]	-23%[57.1 µM]	?	-2%	-2%	-6%	0	-2%
Cn1c(CCC(N)=O)nnc1SCC(=O)Nc1ccccc1C(=O)NC1CC1	-2%	30%[activator]	-18%	-62%[12.7 µM]	1%	-9%	-4%	6	-4%
CC(C)Oc1ccc(C(=O)NC(=S)Nc2ccc(Cl)c(C(=O)O)c2)cc1	-33%	-4%	-4%	.	25%	-1%	2%	-3	0%
O=C(CCc1ccccc1)NNC(=O)Nc1ccccc1	-6%	20%	4%	1%	0%	-4%	-8%	3	5%
Cc1ccc(S(=O)(=O)NCCC(=O)N(C)Cc2cccs2)cc1	1%	42%[activator]	-7%	21%[12.7 µM]	-3%	i	-4%	-4	-11%

Entries listed so far with fluorine:
SMILES	BAZ2B inh	HP1b binding inh	JMJD2A Tudor inh	G9a block	GLS inh	Tb PGK inh	Pin1 inhibitor	PI4K2A inh	ERG Ets-DNA blk
O=C(O)c1ccc(COCC(F)(F)F)cc1	11%	19%	-21%	1%[12.7 µM]	1%	-5%	4%	1	0%
O=C(CN1CCc2ccccc2C1)Nc1ccc(F)cc1	2%	33%	6%	20%[59 µM]	-5%	-9%	-2%	7	7%
Cc1ccc(C)c(C(=O)N(C)CC(=O)Nc2ccccc2C(F)(F)F)c1	-37%	37%	-12%	3%[59 µM]	2%	-4%	2%	-6	9%
COc1ccc(-c2cc([C@H]3[C@@H]4C=CCC[C@@]4(C)C(=O)N3Cc3ccccc3)ccc2F)cc1OC	-30%	24%	-25%	-40%[59 µM]	3%	-3%	0%	0	0%
COc1ccc(CCNC(=O)CSc2nnc(-c3cccc(F)c3)o2)cc1OC	6%	34%	-6%	5%	7%	-1%	-8%	3	3%
CCOC(=O)c1cc(C#N)c(Nc2ccccc2OC)nc1C(F)(F)F	-2%	5%	-4%	14%	1%	1%	-2%	2	3%
O=C(Nc1cccc(F)c1)NC1CCCc2ccccc21 (stereo not drawn)	-2%	39%	12%	81%[activator]	5%	-11%	0%	3	-3%
CCOC(=O)C1CCCN(CC(=O)Nc2c(F)c(F)c(F)c(F)c2F)C1 (stereo not drawn)	.	6%	0%	-9%[59 µM]	8%	i	3%	-14	6%
O=C(NCc1cccc(F)c1)C1CCC(=O)N(C2CC2)C1 (stereo not drawn)	-11%	41%[activator]	-18%	3%	-2%	-8%	-4%	10	2%

This is a random part of the collection (roughly 11% active in at least one column).
